Assay outcomes from PubChem BioAssay.
AHR act: activates the human aryl hydrocarbon receptor | P35869 | activation, % at 5 µM | 2.5% of 320,000 active | AHR-responsive luciferase reporter cells, luminescence; in the data active means activation above about 47%;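 further: 0% = vehicle wells and 100% = reference agonist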
pPAFAH FP inh: inhibitors of human plasma PAF acetylhydrolase (pPAFAH); recombinant pPAFAH, FP-rhodamine probe fluorescence polarization; inhibition, % at 3.39 µM; 1.5% of 330,000 active; Q13093; AID 463082;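 active means inhibition above the mean inhibition across the screen plus 3 SD, cut at about 25% in these data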;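 further: inhibitors block binding of the rhodamine activity-based probe so polarization drops; 0% = enzyme with DMSO and 100% = wells lacking pPAFAH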
Fam108B inh: blocks mouse Fam108B hydrolase in RBBP9 counter-screen. recombinant Fam108B, FP-Rh probe fluorescence polarization. inhibition, % at 9.51 µM. 0.33% of 300,000 active. AID 1947;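 active means inhibition above the screen mean inhibition plus 3 SD, computed separately per campaign, cut at about 18% in these data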;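 further: inhibitors lower polarization as less probe binds the enzyme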
MCL1-BIM inh: inhibitors of human MCL1 binding to BIM-BH3 peptide | inhibition, % at 10.9 µM | AID 2057 | GST-MCL1 / FITC-Bim-BH3 fluorescence polarization | Q07820 | 0.68% of 320,000 active;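 active means inhibition above the mean inhibition of all tested compounds plus 3 SD, set per campaign, cut at about 40% in these data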;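 further: 0% = DMSO wells and 100% = unlabeled Bim-BH3 peptide control; higher means more loss of mP so more displacement of Bim peptide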
PAFAH1B2 FP inh: inhibitors of human PAFAH1B2; recombinant PAFAH1B2, FP-rhodamine activity probe, fluorescence polarization; inhibition, % at 3.39 µM; 1.2% of 340,000 active; AID 492953;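 active means inhibition above the mean of all tested compounds plus 3 SD, cut at about 24% in these data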;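 further: 0% = enzyme with DMSO and 100% = wells lacking PAFAH1B2; many of its hits are not listed in these tables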
Target sequence (P68402 whole entry, looked up): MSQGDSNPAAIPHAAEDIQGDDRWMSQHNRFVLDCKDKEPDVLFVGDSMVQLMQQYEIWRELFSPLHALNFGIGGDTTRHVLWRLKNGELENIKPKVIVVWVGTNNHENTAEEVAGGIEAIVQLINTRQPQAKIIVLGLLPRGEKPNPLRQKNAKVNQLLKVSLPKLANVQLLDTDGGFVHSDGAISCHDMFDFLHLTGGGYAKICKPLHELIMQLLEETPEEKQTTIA
GLD-1 TGE inh: GLD-1-TGE RNA interaction inhibition (C. elegans). 0.44% of 320,000 active. purified GLD-1 + fluorescein TGE RNA, fluorescence polarization. inhibition, % at 5.96 µM;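 active means percent inhibition above a per-plate cutoff, the plate mean of test compounds plus 3 SD, cut at about 30% in these data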;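 further: 0% = DMSO wells with GLD-1 and probe and 100% = wells lacking GLD-1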
PME-1 inh: PME-1 (human) inhibition. inhibition, % at 5.9 µM. 0.53% of 320,000 active. Q9Y570. recombinant PME-1, FP-Rh probe fluorescence polarization;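 active means inhibition above the campaign mean of all compounds plus 3 SD, cut at about 26% in these data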;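 further: competitive labeling of PME-1 active site by serine hydrolase directed probe; 0% = PME-1 with DMSO and 100% = wells lacking PME-1 enzyme; inhibitors block probe labeling so polarization falls and inhibition rises; many of its hits are not listed in these tables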
MEX-5 binding: C. elegans MEX-5 TCR-2 RNA binding activity; Q9XUB2; MEX-5/FITC-TCR2 RNA binding, fluorescence polarization; active compounds read low; activity score (negative = inhibition of binding), % at 10 µM; 0.38% of 300,000 active;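 active means inhibition past about -25% in most replicates, and total fluorescence under double the plate's negative control median, limit read from the data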;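 further: 0% = DMSO and -100% = 5 µM competing unlabeled TCR2 RNA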
Target sequence (Q9XUB2 whole entry, looked up): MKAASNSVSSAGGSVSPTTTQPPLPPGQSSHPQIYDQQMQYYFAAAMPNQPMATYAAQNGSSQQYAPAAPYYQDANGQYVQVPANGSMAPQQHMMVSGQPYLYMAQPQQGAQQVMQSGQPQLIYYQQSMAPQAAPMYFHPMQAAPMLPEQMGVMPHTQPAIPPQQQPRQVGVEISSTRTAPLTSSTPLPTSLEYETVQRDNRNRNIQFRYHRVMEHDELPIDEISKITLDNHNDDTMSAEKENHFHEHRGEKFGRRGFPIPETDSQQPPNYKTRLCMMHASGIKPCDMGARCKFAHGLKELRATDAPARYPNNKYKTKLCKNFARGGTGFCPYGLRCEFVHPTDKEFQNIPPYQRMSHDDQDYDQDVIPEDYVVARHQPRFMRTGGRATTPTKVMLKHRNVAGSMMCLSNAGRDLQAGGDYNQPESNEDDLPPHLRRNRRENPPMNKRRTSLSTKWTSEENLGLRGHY
BCLXL inh: inhibitors of human Bcl-xL; Q07817; GST-Bcl-xL / FITC-Bim BH3 peptide fluorescence polarization; inhibition, % at 10.9 µM; 0.7% of 320,000 active; AID 2129;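 active means inhibition above the mean of all tested compounds plus 3 SD, cutoff set per campaign, cut at about 30% in these data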;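 further: 0% = DMSO wells and 100% = unlabeled Bim-BH3 peptide competitor; inhibitors lower millipolarization by displacing the labeled peptide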
Target sequence (Q07817 whole entry, looked up): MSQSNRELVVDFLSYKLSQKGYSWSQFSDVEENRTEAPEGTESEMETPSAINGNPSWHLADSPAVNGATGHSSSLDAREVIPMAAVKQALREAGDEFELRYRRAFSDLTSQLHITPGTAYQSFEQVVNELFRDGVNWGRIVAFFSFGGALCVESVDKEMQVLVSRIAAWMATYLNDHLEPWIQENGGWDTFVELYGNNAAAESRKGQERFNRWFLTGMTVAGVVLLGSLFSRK
* hit, by the source's call; x = not tested or not shown. Only part of the results is shown; the hit share may differ from the screen's.

The line under a structure holds: AHR act | pPAFAH FP inh | Fam108B inh | MCL1-BIM inh | PAFAH1B2 FP inh | GLD-1 TGE inh | PME-1 inh | MEX-5 binding | BCLXL inh
C[C@@H]1NC(=O)c2cc([N+](=O)[O-])cc(I)c2NCCCC[C@@H](C(N)=O)NC(=O)[C@H](CC(N)=O)NC1=O
 : 1 | 4 | 2 | 2 | 10 | 6 | 3 | x | 8
Cc1ccc(NC(=O)c2nc[nH]c2C(=O)NCCCCNC(=O)c2[nH]cnc2C(=O)Nc2ccc(C)cc2)cc1
 : -1 | 22 | x | x | -44 | 6 | x | x | x
O=C(Nc1nc(-c2ccccn2)cs1)c1cc2ccccc2o1
 : 29 | 3 | -6 | 7 | 2 | 8 | -21 | -0.5 | 3
CC(C)=N/N=C1/NC(=O)C(Cc2ccccc2)S1 (stereo not given)
 : 21 | 7 | 1 | -4 | 5 | 8 | -3 | -0.7 | -4
O=C(NCC1CCCO1)c1cn(-c2ccccc2)nc1-c1ccccc1 (stereo not given)
 : 9 | -4 | 0 | -1 | 3 | 5 | 1 | -0.1 | 1
O=C1c2ccccc2NC2(CCCC2)N1O
 : 2 | 3 | 4 | 3 | 3 | 0 | -1 | -1.2 | 7
CCOC(=O)c1ccc(NC(=O)c2ccc(NS(C)(=O)=O)cc2)cc1
 : 0 | 8 | 6 | -4 | 0 | -3 | -4 | -2.1 | -3
Oc1ccccc1CN1CCC(C(O)(c2ccccc2)c2ccccc2)CC1
 : 0 | -2 | -2 | -1 | 0 | 7 | -5 | 1.5 | 3
O=C(N/N=C/c1ccc2c(c1)OCO2)c1ccc(Br)o1
 : 175* | 2 | -1 | 0 | 0 | 3 | -7 | 0.5 | 2
CC(CC12CC3CC(CC(C3)C1)C2)NCc1ccccc1O (stereo not given)
 : -5 | 2 | 3 | -9 | 10 | 2 | -3 | -2.1 | -2
CCOC(=O)N1CCN(c2ncnc3c2[nH]c2ccc(OC)cc23)CC1
 : 23 | 10 | 1 | 0 | 1 | -3 | 12 | -0.8 | 6
O=C(CN(Cc1ccccc1)C(=O)c1csnn1)NCc1ccc2c(c1)OCO2
 : 7 | -8 | -6 | -6 | 4 | -6 | -9 | 0.1 | -4
CC1(c2ccc(OC(F)F)cc2)NC(=O)N(CC(=O)Nc2ccc3[nH]c(=O)[nH]c3c2)C1=O (stereo not given)
 : 3 | 28* | 0 | -12 | 2 | 4 | -1 | 0.5 | -3
COc1ccccc1/C=C/C(=O)NC(=S)Nc1ccccn1
 : 42 | 3 | -2 | 9 | 5 | -13 | -14 | -0.7 | 1
CCCN(CCC)S(=O)(=O)c1cc2c3c(c1)CCN3C(=O)CC2
 : 1 | 6 | 4 | -1 | 5 | -2 | 2 | -1.1 | -1
CCOC(=O)N/N=C(\C)c1ccc(Br)cc1
 : 0 | 0 | 0 | 4 | -1 | 5 | 8 | 0.4 | 1
CCC(Oc1ccc(Br)cc1Cl)C(=O)Nc1nnc(C2CC2)s1 (stereo not given)
 : -1 | 4 | -1 | 4 | 6 | 3 | 1 | -2.1 | 4
CC1CCCCC1NC(=O)CSc1nnc(-c2ccccc2)n1N (stereo not given)
 : 11 | -6 | 0 | -2 | -2 | 5 | 4 | 4.1 | 5
Cc1nn(CC(=O)c2cccc(Cl)c2)c(C)c1[N+](=O)[O-]
 : 1 | -2 | -8 | -4 | -1 | -7 | 2 | 2.3 | -7
Cn1cccc1C(=O)NC(=O)COC(=O)CNC(=O)c1ccc(Cl)cc1Cl
 : 2 | 12 | -2 | 1 | 6 | -8 | -1 | 0.6 | -1
COc1ccc(OC)c(/C=N/NC(=O)c2ccncc2)c1
 : 15 | -2 | -2 | 2 | 5 | 3 | -7 | -1.8 | 4
COc1ccccc1Nc1cc(C)nc2c(C)ccc([N+](=O)[O-])c12
 : 20 | 8 | 8 | -2 | -5 | -4 | 12 | 0.7 | 0
CN1c2ccccc2Oc2nnc(Cl)cc21
 : -10 | 5 | 4 | -11 | 0 | 0 | 1 | -0.1 | -4
COc1ccc([N+](=O)[O-])cc1NC(=O)CSCc1ccccc1C
 : 34 | 2 | -1 | 16 | 6 | 2 | 13 | 3.2 | 3
CC(Sc1ccc2ccccc2c1)C(=O)NC(N)=O (stereo not given)
 : 1 | 3 | 1 | -4 | -1 | -8 | 5 | 3.8 | 3
COc1cc(CNCc2ccccn2)ccc1OCc1ccc(Cl)cc1Cl
 : 8 | 12 | -5 | 9 | 9 | 5 | 4 | 9.8 | -1
Cc1ccc(NC(=O)CSc2nn(-c3ccc(Cl)cc3)c(=S)s2)cc1S(=O)(=O)N(C)C
 : 3 | -19 | -23 | -14 | -7 | -8 | -38 | 3.6 | -13
CCN1CCc2c(OCC(=O)Nc3cccc(C)c3)cccc2C1=O
 : 2 | -3 | 7 | -9 | 1 | -6 | -2 | 1.0 | 0
Cc1ccc(S(=O)(=O)Cn2nnnc2C(CC(C)C)N2CCN(C(=O)c3ccco3)CC2)cc1 (stereo not given)
 : 1 | -2 | -1 | 5 | 4 | -4 | 1 | 0.1 | 2
O=C(c1ccc(Cn2ccc([N+](=O)[O-])n2)cc1)N1CCN(Cc2ccccc2)CC1
 : -3 | 8 | 0 | -5 | -5 | -4 | 2 | -0.2 | 0
CCCc1nnc(NC(=O)CCC(=O)N2CCN(c3ccccn3)CC2)s1
 : -1 | 0 | 2 | 5 | 6 | 3 | 2 | -0.5 | 7
Cc1cccc2cc3ccccc3nc12
 : 0 | -1 | -2 | 0 | 0 | 1 | -1 | -1.3 | 1
N#CC1(NC(=O)COC(=O)Cn2[nH]c(=O)c3ccccc3c2=O)CCCCC1
 : 0 | 0 | -1 | -15 | 7 | 9 | -1 | -0.2 | -5
COc1ccc(CCNC(=O)CC2SC(=NCCC(C)C)NC2=O)cc1OC (stereo not given)
 : -1 | 6 | -4 | 3 | 2 | 6 | -2 | -0.3 | 3
CCOc1ccc(NC(=O)c2sc3nc(N4CCOCC4)c4c(c3c2N)CCCC4)cc1
 : -1 | 6 | 5 | 1 | -1 | 8 | 6 | -0.9 | 5
Cc1ccc(C)c(NC(=O)CSc2nc(C)cc(C)c2C#N)c1
 : 6 | -4 | -2 | 10 | -2 | 2 | 0 | -2.1 | 4
O=[N+]([O-])c1cccc(Cl)c1NCCNS(=O)(=O)c1ccccc1
 : -2 | 7 | -2 | -3 | 7 | 1 | 12 | 0.2 | 1
Cc1ccc(-c2csc(NC(=O)CCNC(=O)c3ccccc3Cl)n2)cc1
 : 0 | 5 | 2 | 10 | 0 | 10 | 1 | -0.3 | 8
Cc1nc(NC(=O)c2ccco2)sc1C(=O)Nc1ccc(Br)cc1
 : 108* | 2 | 2 | 5 | -3 | 3 | -5 | 0.4 | 2
COc1ccccc1C(=O)N/C(=C\c1ccc(Br)cc1)C(=O)NCCO
 : 3 | 1 | -4 | 6 | 6 | 5 | -4 | 0.2 | 4
COC(=O)c1ccccc1SC1CC(=O)N(c2cccc(C)c2)C1=O (stereo not given)
 : -3 | -2 | 1 | 3 | -13 | -11 | 7 | -5.1 | 4
CCOC(=O)C1=C(C)NC(=O)/C1=C\N(C)C
 : 1 | 1 | -2 | 31 | 12 | 21 | 5 | -3.2 | 38*
Cc1cc(=O)oc2c(C)c(OCC(=O)NCC3CCC(C(=O)O)CC3)ccc12 (stereo not given)
 : 0 | 2 | -2 | 5 | 1 | 5 | -1 | 2.4 | 5
CC(=O)c1cccc(N(CC(=O)Nc2ccc(F)cc2)S(C)(=O)=O)c1
 : -3 | -3 | 2 | -3 | 3 | -5 | -9 | 5.7 | -5
CCC(CC)=N/N=C/c1c(O)n(CC)c2cc(C3=NNC(=O)CC3)ccc12
 : 4 | 0 | 6 | 5 | 2 | -20 | 13 | 36 | -1
Cc1cccc(CSCC(=O)NCc2ccc(S(N)(=O)=O)cc2)c1
 : 0 | 5 | 2 | 6 | 6 | -4 | -2 | 0.2 | 5
COc1ccc(-c2noc(CN(C)C(=O)CCN3C(=O)[C@H]4CC=CC[C@H]4C3=O)n2)cc1
 : 5 | -4 | 1 | 3 | 3 | -3 | 2 | 1.8 | 2
OC(COc1ccccc1)CN1CCCCCC1 (stereo not given)
 : -1 | 3 | 2 | -2 | -2 | -8 | -7 | 0.8 | 2
Cc1ccc(OCC(=O)c2ccc(Cl)s2)c([N+](=O)[O-])n1
 : -1 | 25* | 1 | 18 | 5 | 31* | 5 | 0.6 | 18
O=C1CCc2cc(S(=O)(=O)NC3CCCCC3)ccc2N1
 : 0 | 3 | x | 2 | 11 | 4 | 4 | x | 1

Further records follow.
The line under a structure holds: AHR act | pPAFAH FP inh | Fam108B inh | MCL1-BIM inh | PAFAH1B2 FP inh | GLD-1 TGE inh | PME-1 inh | MEX-5 binding | BCLXL inh
COc1ccc(CNC(=O)N2CCc3ccccc3C2)cc1Cl
 : 5 | -1 | 3 | 8 | 2 | -10 | 3 | 0.7 | 1
CCNC(=O)COC(=O)c1cc(-c2ccc(OC)cc2)nc2ccccc12
 : 1 | 2 | -1 | -7 | -5 | 2 | -1 | 1.8 | 3
Cn1c2ccccc2c2cnn(CC(=O)Nc3ccc(F)cc3F)c(=O)c21
 : 7 | 1 | -17 | 4 | -2 | -3 | -5 | x | 6
O=C(CN1CCN(c2ccccc2O)CC1)Nc1ccnn1C1CCCC1
 : 2 | 1 | x | 6 | 3 | -2 | 2 | x | -2
COC(=O)C(CC(=O)c1ccc(Cl)cc1)c1ccc(C(C)C)cc1 (stereo not given)
 : -2 | 1 | -1 | 1 | 4 | 3 | -2 | 0.2 | 0
Cc1cnc(NC(=O)CSc2ccccc2)s1
 : 4 | 7 | 4 | 4 | 5 | 5 | 1 | 0.4 | 2
O=C(CC1SC(N2CCCCC2)=NC1=O)Nc1ccc(C(=O)NCCc2ccc(F)cc2)cc1 (stereo not given)
 : 1 | -5 | x | 7 | 1 | -4 | 5 | x | -2
CS(=O)(=O)N(CCc1ccccc1)CC(=O)NCc1ccc(Cl)cc1
 : 1 | -8 | 0 | 1 | 14 | 1 | -4 | -0.7 | 4
O=C(C[n+]1cc(-c2ccccc2)n2c1CCC2)OCc1ccccc1
 : 5 | 4 | -7 | 17 | 5 | 3 | -1 | x | 0
CCCCN(CC)CCCNC(=O)c1cc2cc3ccc(C)cc3nc2o1
 : 4 | 1 | -5 | 0 | 5 | 5 | -1 | -2.9 | -3
CC1=Nc2cc(C(=O)NCc3ccco3)ccc2Sc2ccc(C)cc21
 : 2 | 3 | -4 | -2 | -1 | 6 | -9 | -0.5 | 3
O=C(COC(=O)c1c(Cl)cccc1Cl)NC1CCCCC1
 : 0 | 6 | 3 | -1 | 4 | 0 | -3 | -0.3 | -2
CC(CC(=O)Nc1ccc(F)cc1)S(=O)(=O)c1ccc2c(c1)NC(=O)CO2 (stereo not given)
 : 5 | 7 | 9 | 6 | 0 | 2 | -1 | 1.1 | 8
CCNC(=O)CN(c1ccc(CC)cc1)S(C)(=O)=O
 : 0 | 4 | -1 | 5 | -2 | 3 | -1 | 2.7 | 2
Cc1ccc(NC(=O)C2(c3ccccc3)CCOCC2)cc1
 : 3 | -1 | 0 | -3 | 2 | 10 | 0 | -1.3 | 1
